# High-throughput results (PubChem BioAssay)
# PLCb3 inh: human PLC-beta3 inhibitors, primary screen, biochemical, fluorescence; Purified PLC-beta3, fluorogenic substrate; 370,000 tested, 0.18% active; 1-phosphatidylinositol 4,5-bisphosphate phosphodiesterase beta-3 (Homo sapiens), Q01970; inhibition, % at 12.2 µM; in the data active means inhibition above about 11%;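 further: 0% = median of compound wells on plate and 100% = full blocker control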
# ARFGAP1 inh: inhibitors of rat ARFGAP1 GAP activity, primary screen, biochemical, fluorescence polarization, GDP tracer. ADP-ribosylation factor GTPase-activating protein 1 (Rattus norvegicus), Q62848. Arfgap1-stimulated ARF1 GTP hydrolysis, GDP FP detection. inhibition, % at 16.5 µM. 360,000 tested, 0.26% active. AID 651572, 2012;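 active means inhibition above a per-plate limit, mean inhibition of low control wells plus 3 SD, cut at about 25% in these data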;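 further: 0% = DMSO wells with enzyme and 100% = wells lacking Arfgap1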
# Target sequence (Q62848 1-136 limits assumed): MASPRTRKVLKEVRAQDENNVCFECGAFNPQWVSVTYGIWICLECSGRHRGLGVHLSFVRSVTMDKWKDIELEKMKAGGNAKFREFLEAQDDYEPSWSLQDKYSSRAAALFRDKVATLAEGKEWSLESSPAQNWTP
#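 Material: rat Arfgap1 catalytic domain, aa 1-136; also added: human ARF1(Δ1-17)-GTP substrate; compound dosing: one concentration, 16.5 µM, DMSO 1.26%; incubation: GTP hydrolysis reaction 2 h at 25 °C; measured by: Tracer-displacement fluorescence polarization with EDTA stop, 620/688 nm; evaluation: % inhibition from polarization; repeats: one replicate per compound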
# UHRF1 MBD2 ctr: UHRF1 methylated DNA binding inhibitors, primary screen, counter-screen for MBD2 inhibitor project, biochemical, TR-FRET, human UHRF1, single concentration. E3 ubiquitin-protein ligase UHRF1 (Homo sapiens), Q96T88. UHRF1 binding to methylated oligo. inhibition, % at 4.4 µM. 370,000 tested, 0.75% active. AID 687016, 2013; in the data active means inhibition above about 21%;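 further: UHRF1 SRA domain binding a hemimethylated CpG hairpin DNA probe; 0% = median of test compound wells and 100% = reference inhibitor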
# PLC-gamma1 inh: PLC-gamma1 enzyme inhibitors, primary screen, biochemical, fluorescence, purified enzyme; 1-phosphatidylinositol 4,5-bisphosphate phosphodiesterase gamma-1 (Homo sapiens), P19174; fluorogenic substrate; inhibition, % at 12.2 µM; 370,000 tested, 0.84% active; AID 720700, 2013; in the data active means inhibition above about 9.5%
# KLK7 zymogen act: proKLK7 zymogen activators, primary screen, biochemical, fluorescence intensity; activation, % at 7 µM; 370,000 tested, 0.9% active; purified proKLK7, EDANS-DABCYL substrate fluorescence; 100% is mature enzyme control, 0% vehicle;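 active means activation above the mean of all tested compounds plus 3 SD, computed per campaign excluding outliers beyond control limits, cut at about 13% in these data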
# ASAP1 GAP inh: inhibitors of human ASAP1 ArfGAP activity, primary screen, biochemical, fluorescence polarization | inhibition, % at 16.5 µM | ASAP1-stimulated ARF1 GTP hydrolysis, GDP FP detection | 360,000 tested, 0.19% active | Arf-GAP with SH3 domain, ANK repeat and PH domain-containing protein 1 (Homo sapiens), …; in the data active means inhibition above about 25%;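 further: 0% = vehicle with enzyme and substrate and 100% = no enzyme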
# Target sequence (Q9ULH1 325-724 limits assumed): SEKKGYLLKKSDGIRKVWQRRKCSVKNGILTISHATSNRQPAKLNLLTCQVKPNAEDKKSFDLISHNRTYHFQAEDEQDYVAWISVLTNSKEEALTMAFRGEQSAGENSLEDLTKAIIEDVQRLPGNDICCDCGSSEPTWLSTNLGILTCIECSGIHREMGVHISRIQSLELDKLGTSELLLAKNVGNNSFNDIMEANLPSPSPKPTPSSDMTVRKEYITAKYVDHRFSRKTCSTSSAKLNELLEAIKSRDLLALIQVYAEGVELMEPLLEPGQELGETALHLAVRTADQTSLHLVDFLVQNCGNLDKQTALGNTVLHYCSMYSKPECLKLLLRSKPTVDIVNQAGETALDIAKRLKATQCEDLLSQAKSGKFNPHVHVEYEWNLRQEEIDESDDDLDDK
# DDE Tn7 FP inh: inhibitors of Tn7 peptide binding to fibrin DD(E), primary screen, biochemical, fluorescence polarization, human fibrin, Tn7 probe. FP displacement of FITC-Tn7 peptide from fibrin DD(E); 0% = median of compound wells per plate. inhibition, % at 8.3 µM. 370,000 tested, 0.13% active. AID 720508, 2013;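 active means inhibition above the mean of compounds falling within the control limits plus 3 SD of them, cut at about 14% in these data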;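 further: 0% = plate median of compound wells and 100% = 10 µM Aha-Tn7 peptide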
# Target sequence (P02675 whole entry, looked up): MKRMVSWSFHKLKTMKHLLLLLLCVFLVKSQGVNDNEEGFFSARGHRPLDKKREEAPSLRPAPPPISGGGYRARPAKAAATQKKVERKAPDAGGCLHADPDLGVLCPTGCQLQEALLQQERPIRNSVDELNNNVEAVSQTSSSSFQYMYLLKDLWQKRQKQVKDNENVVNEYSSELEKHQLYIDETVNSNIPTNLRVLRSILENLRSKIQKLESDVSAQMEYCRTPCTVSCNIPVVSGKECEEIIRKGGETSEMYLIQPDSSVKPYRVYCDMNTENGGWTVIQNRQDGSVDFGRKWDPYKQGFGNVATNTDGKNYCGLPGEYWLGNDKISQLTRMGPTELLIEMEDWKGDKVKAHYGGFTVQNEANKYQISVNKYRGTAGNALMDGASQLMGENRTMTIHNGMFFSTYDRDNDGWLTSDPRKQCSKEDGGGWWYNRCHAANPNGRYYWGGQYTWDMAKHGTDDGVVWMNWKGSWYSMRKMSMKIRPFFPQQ
#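 System: human fibrin DD(E); quantity: Fibrin-DD(E) at 2 µM final; also added: fluorescent Tn7 probe at 0.1 µM; compound dosing: single nominal test concentration of 8.3 µM per compound; schedule: 10 min preincubation, 3 h with tracer, room temperature; detection: fluorescence polarization of the labelled Tn7 tracer; repeats: one replicate per compound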
# Rev-erbA mod: modulators of Rev-erb alpha DNA binding, primary screen, biochemical, FITC-DNA, fluorescence polarization, uHTS; Rev-erbα–FITC-DNA binding, 90 min; activity, % at 10 µM; 370,000 tested, 0.79% active; AID 1259318, 2017; Nuclear receptor subfamily 1 group D member 1 (Homo sapiens), P20393;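 active means activity above about 14%, limit read from the data; passing the limit was not always enough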;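 further: 0% = DMSO wells with 35 nM protein and 100% = DMSO wells with 750 nM protein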
# HGIII-sPLA2 inh: human group III sPLA2 inhibitors, primary screen, biochemical, QFRET, BODIPY PC-A2 liposome substrate; Group 3 secretory phospholipase A2 (Homo sapiens), Q9NZ20; inhibition, % at 12.2 µM; QFRET BODIPY PC-A2 liposome hydrolysis, fluorescence; AID 743126, 2013; 370,000 tested, 0.56% active;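 active means inhibition above mean plus 3 SD of compounds lying within the high and low control bounds, cut at about 19% in these data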;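 further: 0% = median of test compound wells and 100% = no enzyme DMSO wells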
# Tn6 DDE FP: inhibitors of Tn6 peptide binding to fibrin DD(E), primary screen, biochemical, fluorescence polarization, human fibrin, Tn6 probe | Fibrinogen beta chain (Homo sapiens), P02675 | Fibrin DD(E) TRITC-Tn6 fluorescence polarization displacement | inhibition, % at 8.3 µM | 370,000 tested, 0.21% active | AID 720509, 2013;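 active means inhibition above a per-campaign cutoff: mean of compounds within control limits plus 3 SD, cut at about 15% in these data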;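 further: 0% = median of all compound wells on the plate and 100% = blocking peptide control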
# An asterisk follows results filed as active; . = not tested or not shown.
# Screens in order – PLCb3 inh	ARFGAP1 inh	UHRF1 MBD2 ctr	PLC-gamma1 inh	KLK7 zymogen act	ASAP1 GAP inh	DDE Tn7 FP inh	Rev-erbA mod	HGIII-sPLA2 inh	Tn6 DDE FP
> Cc1ccnc(NC2OC(=O)c3ccccc32)c1 (stereo not given)
  2	0	-1	0	-0.1	8	-8	3	2	-9
> CCOC(=O)Cn1c(=O)oc2cc(S(=O)(=O)NCCCc3ccccc3)ccc21
  -2	3	-2	2	0.6	9	4	1	-14	1
> O=C(C1=C[C@H](c2ccc3c(c2)OCO3)C[C@H](OCc2ccc(CO)cc2)O1)N1CCOCC1
  -6	-2	2	6	-0.1	-10	-6	-2	5	14
> CC1(C)Cc2c(cnn2-c2ccc(F)cc2)C(NC(=O)c2cnccn2)C1 (stereo not given)
  -2	2	-1	2	-0.4	-2	-7	-3	2	-9
> CCC(=O)N1CCC(c2ccc(OC)cc2)=N1
  1	-3	-5	-1	0.4	-4	5	-3	-7	1
> Cc1cc(C(=O)N/N=C/c2cccc([N+](=O)[O-])c2O)n[nH]1
  -1	0	-8	3	0.3	-12	0	6	0	-3
> CC1CCN(C(=S)NC(=O)c2ccc(C(C)(C)C)cc2)CC1
  -4	4	0	1	0.2	-14	1	-3	14	5
> CCCOc1ccc(C2C(C(=O)OC)=C(C)N=C3SCCC(=O)N32)cc1OCC (stereo not given)
  -4	-21	3	0	0.0	7	3	1	-11	-3
> CCOc1ccc(C(=O)N/N=C/c2c(C)[nH]c(=O)[nH]c2=O)cc1
  -11	3	-2	-2	-1.0	-1	4	2	9	-6
> Cc1cccc(N2CCN(S(=O)(=O)c3ccc4c(c3)NC(=O)C(C)S4)CC2)c1C (stereo not given)
  -6	-11	0	-1	-0.2	0	4	-1	2	4
> CCOC(=O)N1CCN(C(=O)Cc2ccc(C)cc2)CC1
  1	2	0	0	0.2	-10	-4	-3	-2	1
> Cc1ccc(C(=O)NC2CCCCCCC2)c(Cl)c1
  2	-10	3	7	0.1	-15	0	-1	11	-2
> CN(C)/C=N/c1sccc1C(N)=O
  -5	4	-4	0	0.2	7	2	0	1	6
> CC(=O)c1ccc(NC(=O)C(C)n2nc(-c3ccccc3)c3cc(Cl)ccc32)cc1 (stereo not given)
  -3	6	-1	0	-0.4	20	-1	0	-7	-2
> C=CCOn1c(=O)c(-c2cccs2)[n+]([O-])c2ccccc21
  -123	11	-4	-95	-0.7	-5	2	-2	-5	2
> COC(=O)c1ccc(COC(=O)c2ccc(C)c(S(=O)(=O)N3CCCCC3)c2)cc1
  0	-8	3	4	0.4	4	-7	-1	-9	3
> CC(C)C[C@@H](CO)N1CCN(CC(C)C)CCC1=O
  4	-4	-3	1	-0.7	-3	-5	-6	0	-4
> COc1ccc(N2C(c3ccsc3)=Cc3cc4c(cc3C2c2c[nH]c3ccccc23)OCO4)cc1 (stereo not given)
  -46	6	-6	-31	0.4	-13	-4	-1	4	6
> Cc1ccc(C(=O)Nc2ccc(Cc3ccncc3)cc2)cc1[N+](=O)[O-]
  2	-1	-3	2	-0.2	3	3	1	-12	-3
> COCCNC(=O)C(OC(=O)CC1Sc2ccccc2NC1=O)c1ccccc1 (stereo not given)
  2	4	1	-1	-0.1	-4	-1	1	-7	3
> CCCc1c(C(=O)N/N=C/c2ccc(C)o2)nnn1-c1nonc1N
  -7	-7	1	-4	-0.5	0	-1	-4	2	-5
> Cc1ccc(S(=O)(=O)N2CCOCC2)cc1C(=O)OCC(=O)c1ccc[nH]1
  -2	-15	2	1	-0.8	-5	4	-3	-4	8
> S=C(NCCCN1CCOCC1)N1CCN(c2nc(-c3ccc(Cl)cc3)cs2)CC1
  0	-4	0	3	0.7	9	3	-1	-6	-6
> Cc1ccc(S(=O)(=O)NCc2ccccc2)cc1C(=O)N(C)Cc1ccc(F)cc1
  -8	-1	1	-1	-0.2	-16	0	4	-16	7
> CCOc1ccc(/C(O)=C2\C(=O)C(=O)N(c3ccccn3)C2c2ccccc2F)c(C)c1 (stereo not given)
  -77	-2	0	-61	12	4	1	-3	-14	5
> O=C(O)/C=C\C(=O)Nc1ccc(Oc2ccc(Br)cc2)cc1
  3	0	1	1	-0.2	-8	1	-3	4	1
> Clc1ccc(C2=NNC(=NCc3ccccc3)SC2)cc1
  -9	-2	-3	3	0.5	-6	9	2	-10	-7
> Cc1[nH]n(-c2ccccc2)c(=O)c1/C=N/NC(=O)COc1ccccc1[N+](=O)[O-]
  6	-12	-10	2	-0.6	1	3	0	-6	-4
> COC(=O)c1cc(-c2ccc(F)c(Cl)c2)c(=O)n2c1CCC2
  -7	.	0	-2	-0.4	.	-5	-6	-1	6
> Cc1ccccc1-n1c(C)cc(/C=C2\NC(=O)NC2=O)c1C
  -63	4	3	-51	1.2	-4	5	0	-6	-3
> CCOCCc1c(O)nc(SCCOc2ccc(C)c(C)c2)[nH]c1=O
  1	1	1	-4	-0.4	-10	5	-2	4	-3
> Cc1cc(=O)oc2c3c(cc(OCC(=O)NCc4ccccc4)c12)OC(C)(C)CC3
  -387	7	-1	-285	-14	-10	5	2	0	12
> Cc1noc(C)c1C(=O)Nc1nc(C23CC4CC(CC(C4)C2)C3)cs1
  -9	10	12	-1	0.2	1	-8	-5	2	-7
> COc1ccc(CN2CCN(C(=O)c3cccs3)CC2)cc1Br
  1	3	0	1	0.7	7	5	-4	-1	2
> C[C@@]12C(=O)NCC(=O)N1[C@@H]1c3cc(Br)ccc3OC[C@@H]1[C@@H]2c1ccccc1
  0	2	2	0	0.3	4	-1	2	0	3
> CC1CCC(C(C)C)C(OC(=O)COC(=O)c2cccn2C)C1 (stereo not given)
  3	-3	-3	3	0.4	1	-2	0	3	6
> COc1ccc(S(=O)(=O)N(C)c2ccc(C(=O)N3CCCC3)cc2)cc1OC
  5	-8	2	3	0.5	4	-1	4	4	12
> C=CCOC(=O)C1=C(C)NC(=O)NC1c1ccc(O)cc1 (stereo not given)
  -3	-1	2	-1	-0.1	5	-2	1	9	2
> CC(Oc1ccccc1Cl)c1nnc(N)s1 (stereo not given)
  0	-8	-2	-3	0.5	-6	2	-3	-2	-3
> Cn1c(Cn2nnc3ccccc32)nnc1SCC(=O)Nc1nccs1
  1	-9	-5	1	0.3	7	-1	-2	3	-8
> O=C(NNC1CC(=O)N(c2ccc3c(c2)OCCO3)C1=O)c1ccccc1 (stereo not given)
  1	-7	-2	0	0.6	6	-5	1	-6	-6
> CCn1cc2nc(SCC(=O)Nc3ccc(OC)c(OC)c3)n(Cc3ccc(OC)cc3)c(=O)c2n1
  0	10	-1	2	0.9	5	-11	-2	-7	3
> COc1ccc(CCNc2ncnc3c2c(C)c(C)n3CCCN(C)C)cc1OC
  -10	8	0	-4	-0.6	8	7	-9	-6	4
> CCn1c(N)nc2ccccc21
  -2	1	2	1	-0.7	-5	1	8	3	3
> CC(C)CCOc1ccc(C(=O)NCCC(=O)N2CCOCC2)cc1
  3	1	-1	1	-0.4	-6	8	3	1	-2
> COc1ccc(/C=C/C(=O)NC(=S)NNC(=O)c2cc(OC)c(OC)c(OC)c2)cc1
  -8	1	-5	-4	-0.3	-4	2	1	6	0
> Cc1cccc(NC(=O)NCc2ccc3c(c2)OCO3)c1
  -9	7	1	-1	-0.1	3	-6	-2	1	8
> Cc1ccc(C(=O)Nc2ccccc2C(=O)NCc2ccco2)cc1
  -4	3	-1	-2	0.5	-10	9	-1	-32	-2
> COc1ccc(C(O)(C(C)C)C(CN2CCOCC2)c2ccccc2)cc1 (stereo not given)
  1	-1	-3	2	0.3	6	-3	-2	-5	-6
> CCOC(=O)C1(CCc2ccccc2)CCN(Cc2nccn2CC)CC1
  4	1	-1	0	-0.3	9	-1	-1	-2	7
> CCOC(=O)N1CCN(C(=O)CN(c2cccc(C(F)(F)F)c2)S(=O)(=O)c2ccccc2)CC1
  -1	7	7	2	-0.3	-14	-1	-1	-1	6
> O=C(Cn1nnc2ccccc21)OCC(=O)c1ccc(Cl)c(Cl)c1
  0	2	-2	0	-0.2	3	1	1	-8	1
> CCNc1nc(NCC)n2c(SCC(=O)Nc3ccc(OC)c(OC)c3)nnc2n1
  -13	-2	7	1	-0.3	2	1	2	10	2
> COCC(C)n1c(SCc2nc(N)nc(Nc3ccccc3C)n2)nc2ccccc2c1=O (stereo not given)
  -2	-3	0	11*	-0.4	3	0	1	-6	9
> Cc1ccc(S(=O)(=O)Nc2ccc(Cl)cc2O)cc1
  0	-9	4	2	0.2	0	7	-3	-19	2
> CCOc1ccc(-c2cc(C(=O)N/N=C(\C)c3cccnc3)c3ccccc3n2)cc1
  -164	-6	-1	-109	8.5	-1	5	-1	7	-4
> CCN(CC)c1ncc(C)c(=O)[nH]1
  1	8	-1	1	-0.6	-2	-1	3	3	9
> CC(C)CNC(=S)NC(=O)c1ccc(F)cc1
  0	3	3	0	-0.4	-5	-3	3	-1	0
> CCC1=C2CC[C@H]3C(=O)N(C)C(=O)[C@H]3[C@H]2[C@@]2(Cc3ccccc3)C(=NCC(=O)OC)OC(=O)N2C1=O
  -1	-4	-2	-1	0.0	6	0	1	6	-2
> CCOC(=O)C1CCN(Cc2cccc(Oc3ccc(Cl)cc3)c2)CC1
  -7	6	-2	1	0.0	-9	2	-8	-1	13

# Outcome played no part in choosing rows; any-hit rate near 4.5%.
